Source: PubChem BioAssay (several laboratories)
TRPC6 inh – blocks the mouse TRPC6 cation channel | Q61143 | HEK293-TRPC6, membrane potential dye, ACh-evoked depolarization; active compounds read low | B-score at 10 µM | 310,000 compounds, 1.1% hits;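 active means B-score under library mean minus 3 SD, initial fluorescence not abnormally high, positive integrated signal ratio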;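 further: B-score derived from integrated fluorescence ratio over the kinetic read; more negative B-score means stronger inhibition of depolarization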
Target sequence (Q61143 whole entry, looked up): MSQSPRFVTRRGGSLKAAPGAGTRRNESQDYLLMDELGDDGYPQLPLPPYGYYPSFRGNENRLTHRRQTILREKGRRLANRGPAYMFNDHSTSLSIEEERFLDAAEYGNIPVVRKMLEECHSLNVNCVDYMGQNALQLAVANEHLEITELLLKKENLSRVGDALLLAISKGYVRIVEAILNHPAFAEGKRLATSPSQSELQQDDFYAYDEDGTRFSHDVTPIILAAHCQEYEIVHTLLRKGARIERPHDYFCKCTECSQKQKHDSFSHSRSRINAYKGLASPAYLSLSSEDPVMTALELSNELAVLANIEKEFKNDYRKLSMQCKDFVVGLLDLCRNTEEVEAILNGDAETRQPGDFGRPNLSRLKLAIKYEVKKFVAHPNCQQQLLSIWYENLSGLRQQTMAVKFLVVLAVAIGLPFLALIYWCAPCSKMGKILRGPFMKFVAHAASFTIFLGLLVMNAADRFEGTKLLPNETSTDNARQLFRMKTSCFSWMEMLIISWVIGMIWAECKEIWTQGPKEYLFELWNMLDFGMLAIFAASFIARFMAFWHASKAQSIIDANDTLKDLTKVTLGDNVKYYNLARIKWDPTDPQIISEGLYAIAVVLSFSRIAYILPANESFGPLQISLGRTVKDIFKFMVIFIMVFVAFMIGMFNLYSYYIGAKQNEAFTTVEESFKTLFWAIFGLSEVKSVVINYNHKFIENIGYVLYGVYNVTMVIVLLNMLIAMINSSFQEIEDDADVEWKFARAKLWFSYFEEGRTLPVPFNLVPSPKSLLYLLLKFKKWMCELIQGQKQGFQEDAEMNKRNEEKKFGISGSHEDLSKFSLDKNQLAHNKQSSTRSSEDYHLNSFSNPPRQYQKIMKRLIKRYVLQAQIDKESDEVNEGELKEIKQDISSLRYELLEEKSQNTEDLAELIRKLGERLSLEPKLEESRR
IEC-6 tox – kills IEC-6 intestinal cells in KLF5 counter-screen | IEC-6 cytotoxicity, luminescence viability | inhibition, % at 5 µM | 290,000 compounds, 0.78% hits; in the data active means inhibition above about 22%;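 further: 0% = plate median of test compound wells and 100% = cytotoxic reference compound wells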
SKKanGAS inh – blocks kanamycin growth of S. pyogenes SKKanGAS strain; AID 1662; 300,000 compounds, 1.3% hits; inhibition, % at 7.5 µM; BacTiter-Glo, 6 h;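 active means mean replicate score, as percent of positive control median, at least 50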;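 further: strain carries kanamycin resistance gene driven by streptokinase promoter and grows in 40 µg/ml kanamycin; loss of luminescence reflects streptokinase promoter inhibition or plain growth inhibition; 0% = median of DMSO wells and 100% = positive control at its reference dose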
aSyn UTR inh – MLPCN primary screen, SNCA 5' untranslated region | AID 1813 | inhibition, % (tested at 7.5 µM) | alpha-synuclein 5'UTR reporter, inhibitor activity | 300,000 compounds, 0.82% hits; in the data active means inhibition above about 60%;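 further: H4 neuroglioblastoma cells stably carrying SNCA 5'UTR luciferase fusion; 0% = DMSO wells and 100% = positive control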
TRPC4 potent – TRPC4 (mouse) allosteric potentiation; Q9QUQ5; HEK293 TRPC4beta/mu-opioid, DAMGO EC20, Fluo-4 Ca2+ flux; active compounds read high; B-score at 10 µM; 310,000 compounds, 0.42% hits;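 active means B-score of calcium response area above 5 SD of library B-scores, with initial fluorescence ratio within 5 SD of library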;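 further: B-score of integrated fluorescence ratio over time as area under calcium response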
TRPC4 act – opens the mouse TRPC4 cation channel | Q9QUQ5 | HEK293 TRPC4beta/mu-opioid, Fluo4 calcium fluorescence; active compounds read high | B-score at 10 µM | 310,000 compounds, 0.49% hits;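 active means B-score above 5 SD of library B-scores, and initial fluorescence ratio not above library mean plus 5 SD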;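 further: positive B-score marks a calcium rise read as TRPC4 activation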
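Test system: HEK293 cells stably co-expressing mouse TRPC4beta and mu-opioid receptor | Schedule: Fluo4 dye loading 45 min at room temperature, 110 s recording | Measured by: Kinetic Fluo4 calcium fluorescence, 5 s baseline at 1 Hz | Evaluation: B score of integrated ratio | Controls: Buffer (low) and maximal DAMGO (high)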
TRPC6 activator – activators of mouse TRPC6 channel; HEK293-TRPC6 membrane potential dye fluorescence; active compounds read high; AID 2550; 310,000 compounds, 0.13% hits; B-score at 10 µM;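 active means B-score of the integrated fluorescence ratio above library mean plus 3 SD, and starting fluorescence ratio within library mean plus 5 SD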;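 further: higher score means more depolarization so channel activation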
TRPC4 inh – blocks the mouse TRPC4 cation channel | Q9QUQ5 | HEK293 TRPC4beta/mu-opioid, DAMGO-evoked Fluo4 calcium flux; active compounds read low | B-score at 10 µM | 300,000 compounds, 0.39% hits;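 active means B-score over 3 SD under the library average, no early fluorescence shift, positive overall ratio signal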
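Assay system – HEK293 line stably carrying TRPC4beta and mu-opioid receptor · Doses – single dose · Detection – Fluo4 calcium-dye fluorescence, kinetic read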
HIF activator – HIF pathway transcriptional activation; AID 1910; 300,000 compounds, 0.32% hits; U2OS HRE-luciferase reporter, luminescence; normalized: DMSO 0%, desferrioxamine 100%; activation, % at 7.5 µM (by protocol);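 active means mean activation of at least 10% of the iron chelator positive control signal, with at least half of replicates also reaching 10%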
MrgX1 antag – human MrgX1 receptor antagonism, primary screen; Q96LB2; MRGX1-HEK293 calcium flux, Fluo-4, BAM8-22 antagonism; active compounds read low; AID 588676; 310,000 compounds, 1.3% hits; B-score at 10 µM;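 active means calcium-response B-score plate-corrected more than 3 library SD below zero, starting fluorescence within 5 deviations, no agonist response on first addition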;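 further: peak minus trough fluorescence over baseline after final BAM8-22 challenge near maximal dose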
KLF5 inhibitor – suppresses KLF5 promoter-driven expression; DLD-1 KLF5 promoter-luciferase reporter, luminescence; inhibition, % at 5 µM; 290,000 compounds, 0.23% hits;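 active means inhibition above a per-plate limit of that plate's mean compound inhibition plus 3 SD, cut at about 60% in these data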;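 further: 0% = DMSO wells and 100% = LY294002 at 200 µM; higher means less KLF5 promoter-driven luciferase light; inactives centre near -14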
* = called active by the depositor; i = inactive; nt = not tested or not shown.

mol	TRPC6 inh	IEC-6 tox	SKKanGAS inh	aSyn UTR inh	TRPC4 potent	TRPC4 act	TRPC6 activator	TRPC4 inh	HIF activator	MrgX1 antag	KLF5 inhibitor
Nc1n[nH]c2cc(=O)n(-c3cccc(C(F)(F)F)c3)nc12	i	8.3	7.4	-20.3	i	i	i	i	-0.2	i	-34.5
CCc1ccc(NC(=O)N2CCN(c3ccc(F)cc3)CC2)cc1	i	-0.5	-6.6	12.9	i	i	i	i	-0.1	nt	-8.1
COc1cccc(CN(C)C(=O)c2cc(-c3ccc(F)cc3)nc3ccccc23)c1	i	7.6	13.7	-1.8	i	i	i	i	-0.8	-15.2*	-46.2
O=C(COC(=O)C1CCCO1)Nc1cccc(C(F)(F)F)c1 (stereo not drawn)	i	-3.1	-2.3	2.7	i	i	i	i	-0.2	i	-35.8
CC(C)CCNC(=O)CCc1nnc2n(CCCOC(C)C)c(=O)c3ccccc3n12	i	2.4	-6.2	22.3	i	i	i	i	1.0	i	-28.2
Cc1cc(N=Nc2ccc(C)c(N=Nc3cc(C)c(N)cc3N)c2)c(N)cc1N	i	5.4	14.5	12.3	i	i	i	i	4.5	i	-53.0
Cc1ccc(OCc2cc(C(=O)NC(C)Cc3cccc(C)n3)no2)cn1 (stereo not drawn)	i	6.9	16.2	-0.3	i	i	i	i	-0.3	i	-1.4
O=C(N/N=C/c1c[nH]c2ccccc12)c1cccc(Cl)c1	i	8.4	-6.0	-50.2	i	i	i	i	1.2	i	-63.9
CC1CN(c2ccc(Cl)nn2)CC(C)O1 (stereo not drawn)	i	1.6	-3.4	13.7	i	i	i	i	0.9	i	-25.3
CN(C)Cc1ccccc1Sc1ccc2c(c1)CCCC2	i	nt	4.9	104.3*	i	i	i	i	-0.1	i	nt
CC(C)c1ccc(NC(=S)N2CCN(C)CC2)cc1	i	7.7	nt	nt	i	i	i	i	nt	i	-61.7
Cc1cccc(NS(=O)(=O)c2ccc(-n3cccn3)cc2)c1C	i	-2.1	6.2	-23.4	i	i	i	i	0.3	i	-18.4
Cc1ccc(S(=O)(=O)c2nc(NN(C)C)sc2Cl)cc1	i	-3.4	6.0	-10.1	i	i	i	i	0.3	i	-14.1
CC(C)C[C@@H](CSc1ccc(Br)cc1)N1CCN(C)CCC1=O	i	nt	5.1	-140.9	i	i	i	i	4.1	i	nt
Cc1c(C2C(C#N)=C(N)N(c3ccccc3C#N)C3=C2C(=O)CCC3)cnn1C (stereo not drawn)	i	1.2	15.5	0.2	i	i	i	i	-0.2	i	-8.4
CCC(CO)n1c(=S)[nH]c2cc(OC)c(OC)cc2c1=O (stereo not drawn)	i	1.8	-2.9	22.3	i	i	i	i	-0.2	-4.61*	-29.5
N#C/C(=N\Nc1ccc(F)cc1)C(=O)C1CC1	i	-7.8	2.9	1.8	i	i	i	i	0.0	i	-21.6
CC(=O)Oc1cccc(/C=C2\Sc3ccccc3C2=O)c1	i	2.8	-2.2	1.4	i	i	i	i	0.0	i	14.0
CCOC(=O)c1cccc(NC(=O)Cn2c(CC(=O)NC)nc3ccccc32)c1	i	2.9	6.7	-4.8	i	i	i	i	-0.4	i	-20.8
Cc1occc1-c1nnc(SCC(=O)Nc2nccs2)n1CCc1ccccc1	i	3.8	-1.2	7.7	i	i	i	i	0.1	i	-3.4
Cn1c(CNC(=O)C2CCC(=O)N(CCc3cccc(F)c3)C2)nc2ccccc21 (stereo not drawn)	i	0.2	6.7	4.2	i	i	i	i	0.6	i	-54.2
O=C(CSc1nnc(NC(=O)c2ccco2)s1)NC1CCCCC1	i	1.6	-2.9	8.6	i	i	i	i	-0.1	i	-21.0
Cc1cc(=O)oc2cc(OCC(=O)N3CCCc4ccccc43)ccc12	i	-8.0	-5.0	-20.7	i	i	i	i	0.2	i	-36.8
CCOC(Cn1ccc(=O)[nH]c1=O)OCC	i	5.5	2.3	-1.8	i	i	i	i	-0.3	i	8.0
CCn1nc(C)c(CN2CCC(n3nccc3NC(=O)c3ccc4c(c3)OCO4)CC2)c1C	i	-5.7	-2.7	-7.5	i	i	i	i	-0.4	i	-21.6

Next section.
mol	TRPC6 inh	IEC-6 tox	SKKanGAS inh	aSyn UTR inh	TRPC4 potent	TRPC4 act	TRPC6 activator	TRPC4 inh	HIF activator	MrgX1 antag	KLF5 inhibitor
CCOC(=O)C(=Nc1ccccc1)NO	i	0.8	-0.5	14.7	i	i	i	i	-0.3	i	6.4
N#CC1=C(N)Oc2nc[nH]c(=O)c2C1c1cccs1 (stereo not drawn)	i	0.4	-0.4	18.1	i	i	i	i	-0.2	i	-1.6
O=C(N/N=C\c1cc([N+](=O)[O-])ccc1N1CCOCC1)c1ccccn1	i	3.5	-19.4	12.8	i	i	i	i	-0.3	-4.54*	4.1
CCC(=O)c1cc2c(C)cc(=O)oc2c(C)c1OC(=O)C(C)C	i	1.5	-10.1	-31.2	i	i	i	-6*	0.4	i	-8.0
c1ccc(CCn2c3ccccc3c3nnc(SCc4ccc5nonc5c4)nc32)cc1	i	-1.5	12.2	37.5	i	i	i	i	-0.1	i	13.6
CCCN(CCC)C(=O)CC(c1ccccc1)C1CCOC(C)(C)C1 (stereo not drawn)	i	-5.1	-2.1	14.3	i	i	i	i	-0.4	i	-4.6
Cc1ccc(N2C(=O)c3cccc([N+](=O)[O-])c3C2=O)cc1C	i	-3.8	3.3	-43.3	i	i	i	i	-44.4	i	-10.2
O=C(CSc1nncn1-c1cccnc1)N(c1ccccc1)c1ccccc1	i	0.7	-6.9	-2.1	i	i	i	i	0.3	i	-18.9
CCc1nc2sc(C#N)c(N)c2c2c1CCCC2	i	5.1	-11.9	50.5	i	i	i	i	0.0	i	-24.1
Cc1c(/C=N/NC(=O)C2(O)c3ccccc3-c3ccccc32)cnn1C	i	3.7	-7.4	-0.5	i	i	i	i	-0.2	i	-10.9
c1ccc(-c2cc3ccccc3[nH]2)cc1	i	-0.8	-0.3	-139.0	i	i	i	i	3.4	i	-79.4
COc1cc(-c2n[nH]c(=S)n2C(C)c2ccccc2)cc(OC)c1OC (stereo not drawn)	i	7.9	1.5	5.4	i	i	i	i	0.6	i	2.7
COCC(=O)N(Cc1cc2cccc(C)c2[nH]c1=O)c1ccccc1	i	5.4	-4.3	13.2	i	i	i	i	0.0	i	-9.1
Cc1ccc(Cl)c(OC(=O)c2ccc(N3CCOCC3)c([N+](=O)[O-])c2)c1	i	0.5	10.5	2.3	i	i	i	i	-4.2	i	-13.5
COc1cc(Cl)c(C)cc1NC(=O)CSCC#N	i	0.4	-2.4	24.6	i	i	i	i	0.6	i	-7.2
Cc1cc(C)c[n+](-c2nc3ccccc3nc2[N-]S(=O)(=O)c2cccs2)c1	i	2.6	-1.6	7.0	i	i	i	i	-4.2	i	-6.8
Cn1ccc(C(=O)N/N=C/c2c[nH]c3ccccc23)n1	i	8.2	-0.9	-49.4	i	i	i	i	0.8	i	-54.3
C[C@@H]1C=C(C(=O)N2CCN(Cc3ccccc3)CC2)O[C@H](OCc2ccc(CO)cc2)C1	i	-0.7	-0.9	-12.2	i	i	i	i	-0.2	i	-15.2
O=C(CSc1nc2[nH]ncc2c(=O)[nH]1)Nc1ccccc1	i	-6.0	-10.0	-8.1	i	i	i	i	-0.2	i	-25.2
CCOC(=O)N1CCC(N2Cc3cccc(C(=O)Nc4c(C)cccc4CC)c3C2=O)CC1	i	8.1	-1.7	-13.7	i	i	i	i	0.1	i	-1.8
CC1Cc2ccccc2N1C(=O)CSc1nc2c(c(=O)n(C)c(=O)n2C)n1Cc1ccccc1 (stereo not drawn)	i	4.0	11.9	25.4	13*	245*	i	-7*	0.2	i	-7.8
COc1cc([N+](=O)[O-])ccc1NC(=O)CC1SC(=Nc2ccc(F)cc2)N(CCC2=CCCCC2)C1=O (stereo not drawn)	i	-4.0	19.6	15.6	i	i	i	i	0.1	i	-10.8
Cc1ccc(-c2onc(C)c2C)cc1S(=O)(=O)N1CCOc2ccccc21	i	5.6	15.2	-0.9	i	i	i	i	-0.9	i	-8.0
O=S(=O)(/C=C/c1ccccc1)N1CCOCC1	i	-3.3	-2.7	6.0	i	i	i	i	1.0	i	-20.6
CCCc1cc(=O)oc2cc(C)cc(OCC(=O)N3CCC(C(N)=O)CC3)c12	i	-4.4	-2.0	18.8	i	i	i	i	-0.1	-4.95*	-17.2
O=C1NC(=Nc2ccccc2)S/C1=C/c1cccs1	i	2.3	4.9	-117.3	i	i	i	i	2.3	i	-60.7
COC(=O)COc1ccc(-c2nccc(-c3ccc(Br)cc3)n2)cc1	i	-2.4	2.8	18.0	i	i	i	i	0.4	i	-10.7

In the list so far, these contain an aryl thioether with sulfur outside any ring.
mol	TRPC6 inh	IEC-6 tox	SKKanGAS inh	aSyn UTR inh	TRPC4 potent	TRPC4 act	TRPC6 activator	TRPC4 inh	HIF activator	MrgX1 antag	KLF5 inhibitor
CN(C)Cc1ccccc1Sc1ccc2c(c1)CCCC2	i	nt	4.9	104.3*	i	i	i	i	-0.1	i	nt
CC(C)C[C@@H](CSc1ccc(Br)cc1)N1CCN(C)CCC1=O	i	nt	5.1	-140.9	i	i	i	i	4.1	i	nt
Cc1occc1-c1nnc(SCC(=O)Nc2nccs2)n1CCc1ccccc1	i	3.8	-1.2	7.7	i	i	i	i	0.1	i	-3.4
O=C(CSc1nnc(NC(=O)c2ccco2)s1)NC1CCCCC1	i	1.6	-2.9	8.6	i	i	i	i	-0.1	i	-21.0
c1ccc(CCn2c3ccccc3c3nnc(SCc4ccc5nonc5c4)nc32)cc1	i	-1.5	12.2	37.5	i	i	i	i	-0.1	i	13.6
O=C(CSc1nncn1-c1cccnc1)N(c1ccccc1)c1ccccc1	i	0.7	-6.9	-2.1	i	i	i	i	0.3	i	-18.9
O=C(CSc1nc2[nH]ncc2c(=O)[nH]1)Nc1ccccc1	i	-6.0	-10.0	-8.1	i	i	i	i	-0.2	i	-25.2
CC1Cc2ccccc2N1C(=O)CSc1nc2c(c(=O)n(C)c(=O)n2C)n1Cc1ccccc1 (stereo not drawn)	i	4.0	11.9	25.4	13*	245*	i	-7*	0.2	i	-7.8
